Assay outcomes deposited in PubChem by National Center for Advancing Translational Sciences (NCATS).
Pol iota inh: blocks human DNA polymerase iota activity; Q9UNA4; Pol iota fluorescent replication assay, 10 min; Potency, µM (titrated, usually from 115 µM), inactives show top-dose activity, negative = inhibition, actives largely listed as inhibitors; 390,000 compounds, 1% hits; AID 588590; note: potency is the fitted concentration of half-maximal effect
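Pol iota at 10 nM preincubated 15 min with compounds at room temperature; reaction started with fluorescent substrate, 50 nM final. Fluorescence read kinetically at 0 and 10 min; buffer-only wells as negative control.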
LDHA block: blocks human lactate dehydrogenase A; purified LDHA, NADH/diaphorase-resazurin fluorescence; stronger effect = lower value; activity change, % (values are at about 110 or 230 µM); 480,000 compounds, 0.15% hits; in the data active = activity change below about -30%; inconclusive = mostly about -25% to -30%;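 note: plate controls were DMSO wells for no effect and wells without enzyme for full effect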
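Resorufin fluorescence (ex540/em590), read at 0 and 20 min after diaphorase/resazurin addition, reports the NADH left after a 5 min room-temperature reaction of 2 nM human LDH5 with 0.06 mM NADH and 0.2 mM pyruvate.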
APEX1 inh: inhibitors of human APE1 endonuclease | P27695 | recombinant APE1, TAMRA/BHQ-2 abasic DNA cleavage fluorescence | Potency, µM (highest dose often 65.8 µM), inactives show at the highest dose activity change, negative = inhibition, most hits filed as inhibitors | 350,000 compounds, 0.35% hits;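 note: potency is the fitted concentration of half-maximal effect; plate controls were vehicle for no effect and reference inhibitor for full effect; nearly all actives have a fitted effect of over 55% in size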
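Step 1: APE1 (0.75 nM) with compound, 15 min RT. Step 2: add 50 nM fluorophore/quencher THF duplex. Step 3: three fluorescence reads 60 s apart (525/598 nm); read 3 minus read 1 = reaction progress.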
POLK inh: blocks human DNA polymerase kappa activity; purified Pol kappa, fluorescent DNA synthesis assay, 10 min; Potency, µM (highest dose often 107 µM), inactives show top-dose activity, negative = inhibition, most hits filed as inhibitors; 400,000 compounds, 0.53% hits; Q9UBT6; note: potency is the fitted concentration of half-maximal effect; % is set by controls: 0 for no effect and ±100 for the full control effect
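10 nM Pol kappa was preincubated with compounds for 15 min at room temperature. Reaction started with 50 nM (final) substrate. Fluorescence read kinetically at 0 and 10 min.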
BLM inh: inhibitors of human Bloom syndrome helicase BLM | recombinant BLM DNA unwinding, fluorescence dequenching | Potency, µM (top dose mostly 56.1 µM), inactives show top-dose activity change, negative = inhibition, usual class: inhibitors | AID 2528 | 350,000 compounds, 0.2% hits | P54132;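 note: potency is the fitted concentration of half-maximal effect; plate controls were vehicle for no effect and no enzyme for full effect; nearly all actives have a fitted effect of over 35% in size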
Pol eta inh: blocks human DNA polymerase eta activity; Q9Y253; Potency, µM (series often up to 114 µM), without a hit: at the top dose activity change, negative = inhibition, hits mostly inhibitors; recombinant Pol eta, fluorescent DNA replication assay; 390,000 compounds, 1.2% hits; note: potency is the fitted concentration of half-maximal effect; % is set by controls: 0 for no effect and ±100 for the full control effect
Target sequence (Q9Y253 whole entry, looked up): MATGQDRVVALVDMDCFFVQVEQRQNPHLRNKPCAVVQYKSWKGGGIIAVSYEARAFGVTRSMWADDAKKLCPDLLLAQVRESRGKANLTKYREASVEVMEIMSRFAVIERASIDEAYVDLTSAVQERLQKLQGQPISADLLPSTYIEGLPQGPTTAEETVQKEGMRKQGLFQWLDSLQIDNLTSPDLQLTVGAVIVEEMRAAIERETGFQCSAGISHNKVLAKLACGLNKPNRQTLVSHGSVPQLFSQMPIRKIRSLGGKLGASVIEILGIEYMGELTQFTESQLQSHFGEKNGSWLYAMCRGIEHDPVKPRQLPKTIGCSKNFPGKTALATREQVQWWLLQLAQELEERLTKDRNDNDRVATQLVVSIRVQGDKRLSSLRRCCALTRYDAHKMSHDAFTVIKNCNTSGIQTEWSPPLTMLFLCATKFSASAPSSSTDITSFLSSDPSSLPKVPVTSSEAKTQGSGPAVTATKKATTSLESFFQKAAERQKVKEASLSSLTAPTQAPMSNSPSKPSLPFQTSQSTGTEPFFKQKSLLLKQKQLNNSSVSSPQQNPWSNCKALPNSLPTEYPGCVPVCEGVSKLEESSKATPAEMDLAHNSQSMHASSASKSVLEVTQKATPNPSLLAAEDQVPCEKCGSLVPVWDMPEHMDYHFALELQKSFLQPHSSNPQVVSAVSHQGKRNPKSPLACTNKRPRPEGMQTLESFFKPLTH
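Pol eta at 10 nM preincubated with compounds 15 min at room temperature; reaction started with fluorescent substrate (50 nM final) and read kinetically at 0 and 10 min.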
Apoferritin bind: candidate novel general anesthetic via apoferritin binding. P02791. apoferritin/1-aminoanthracene competitive binding, fluorescence. Potency, µM (top dose mostly 77.5 µM), without a hit: at the highest dose activity change, negative = displacement, actives largely listed as inhibitors. 350,000 compounds, 0.074% hits; note: potency is the fitted concentration of half-maximal effect; % is set by controls: 0 for no effect and ±100 for the full control effect; nearly all actives have a fitted effect of over 20% in size
Target sequence (P02791 2-175 limits assumed): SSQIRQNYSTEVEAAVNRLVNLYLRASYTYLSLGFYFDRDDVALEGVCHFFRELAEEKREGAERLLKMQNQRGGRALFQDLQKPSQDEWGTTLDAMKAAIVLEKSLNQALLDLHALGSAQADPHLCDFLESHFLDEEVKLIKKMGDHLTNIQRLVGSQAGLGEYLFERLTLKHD
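10 uM apoferritin + 50% sat. 1-AMA, PBS; cpd 10 min RT; Ex380/Em535 endpoint; normalized to free probe vs complex; 4-param Hill fit; propofol titration as pos. ctrl.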
GRP78 ERSR act: inducers of ER stress response in human glioma cells; U87-MG GRP78 promoter luciferase reporter, 16 h; Potency, µM, for inactives: at the highest dose activation, usual class: activators; 420,000 compounds, 0.02% hits; AID 602332; note: potency is the fitted concentration of half-maximal effect; series mostly up to about 76 µM; % of control where 0% means no effect; nearly all actives have a fitted effect of over 35% in size
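ERSR induction read as luciferase luminescence (Bright-Glo, 10 min at room temperature) in stably transfected human U87-MG glioma cells exposed to compounds for 16 h, using GRP78 as sensor.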
Pol beta inh: DNA polymerase beta (human) inhibition; P06746; Pol beta primer extension/strand displacement, fluorescence kinetic; Potency, µM (highest dose often 114 µM), for inactives: at the highest dose activity change, negative = inhibition, hits mostly inhibitors; 340,000 compounds, 1.3% hits; AID 485314; note: potency is the fitted concentration of half-maximal effect; % is set by controls: 0 for no effect and ±100 for the full control effect
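10 nM enzyme + cpd, 15 min RT; start with substrate 50 nM final; read 0 min and after 10 min RT. Corrected, normalized data; 4-parameter Hill curve fit.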
* hit, by the source's call; ? = inconclusive; nt = no result given; [ ] = remark or other dose. Unless noted, calls come from the whole dose curve; as a rule, active = well fitted curve in the direction sought with a large enough effect; inconclusive = small, poorly fitted or top-dose-only effect, or another doubt; inactive = no such curve, though single readings can be large; an effect the other way counts as inactive or inconclusive. Some of the compounds tested; the hit share may differ from the screen's.

Value order: Pol iota inh, LDHA block, APEX1 inh, POLK inh, BLM inh, Pol eta inh, Apoferritin bind, GRP78 ERSR act, Pol beta inh
- Cc1ccc(NC(=O)Cn2c(SCc3ccc(F)cc3)nc3cccnc32)cc1F
  10%, -5, nt, -12%, -13%, -7%, -10%, -2%, -24%
- CC(=O)N(c1ccc2oc(=O)sc2c1)S(=O)(=O)c1ccc(C(=O)O)cc1
  3.5µM*, 7, 21%, ?, -6%, 35µM*, -6%, 0%, -16%
- Cc1ccc(NC(=S)N2CCC(N(C)CC3CCCO3)CC2)cc1C (stereo not given)
  3%, -1, 2%, 4%, -8%, -17%, -5%, 1%, -13%
- O=S(=O)(c1ccc(Cl)cc1)N1CCN(C2CCN(Cc3ccccc3)CC2)CC1
  4%, 1, 3%, -3%, 2%, -5%, -7%, -4%, -1%
- Cc1ccc(OCc2cc(C(=O)NC3CCCCC3)no2)cn1
  6%, -4, -2%, -12%, 0%, -8%, ?, -1%, 0%
- CCOC(=O)c1nn(-c2ccccc2)c2nnc(Cc3ccc(C)cc3)c(=O)n12
  14%, -7, 1%, -4%, 2%, -3%, -11%, 1%, 15%
- Cc1ccc(S(=O)(=O)N2CCCC2C(=O)OCc2nc3ccccc3s2)cc1 (stereo not given)
  -6%, -2, 0%, -15%, -8%, -11%, -9%, -2%, 0%
- OC(CN1CCN(c2ccc(C(F)(F)F)cn2)CC1)c1ccccc1 (stereo not given)
  -26%, -7, -17%, -3%, -3%, -10%, -11%, 0%, 61%
- C#CCOCCOCCOCCNc1nc(N2CCN(C(=O)[C@H](CCCCN)n3cc([C@@H](N)C(C)CC)nn3)CC2)nc(N2CCN(C(=O)[C@H](Cc3ccc(O)cc3)n3cc([C@@H](N)CC(C)C)nn3)CC2)n1 (stereo not given in full)
  18%, 1, 4%, 12%, 34%[activator], -16%, -8%, -4%, 11%
- O=C(NCCS(=O)(=O)N1CCN(c2cccc(Cl)c2)CC1)C1CCCC1
  21%, -2, 3%, -14%, nt, -11%, nt, -5%, nt
- CNC(=S)NNC(=O)c1cc(-c2cccnc2)nc2ccccc12
  57%[activator], 1, 5%, -4%, -5%, -22%, ?, 1%, 1%
- CCc1ccc(CNC(=O)COc2cc(=O)n(CC)c3ccccc23)cc1
  9%, -3, nt, -8%, 1%, -13%, ?, -5%, 13%
- CCN1CCc2c(sc(NC(=S)NC(=O)c3ccccc3)c2C#N)C1
  -3%, 0, 30%, -30%, 0%, 10%, -15%, 1%, 22%
- Cc1ccc(N2CCN(S(=O)(=O)c3nnc(NC(=O)c4ccc(C(C)C)cc4)s3)CC2)cc1
  -12%, 0, nt, -10%, 0%, -1%, -9%, 1%, -11%
- CCc1ccc(N(C(=O)c2snc(C(N)=O)c2N)C(C(=O)NC2CCCC2)c2ccncc2)cc1 (stereo not given)
  104%[activator], -5, 23%, 7%, -6%, -20%, -20%, -8%, -2%
- COc1ccccc1CCNC(=O)C1CCCO1 (stereo not given)
  -3%, 8, 10%, 0%, 0%, -9%, 7%, -2%, -14%
- COc1cc(CN2CCC(n3nccc3NC(=O)CCCc3ccccc3)CC2)ccc1F
  5%, 1, 1%, 12%, -1%, -11%, -12%, -2%, 9%
- Cc1[nH]n(-c2ccccc2)c(=S)c1C=NCCCN=Cc1c(C)[nH]n(-c2ccccc2)c1=S
  17%, 3, ?, 0%, -3%, ?, 0%, -4%, 7%
- CC(C)(C)c1ccc(OCC(=O)N/N=C/c2ccc(N3CCOCC3)cc2)cc1
  36%[activator], -3, 4%, -27%, -4%, -17%, -8%, -4%, -7%
- CCn1c(COc2cccc(OC)c2)nnc1SCC(=O)N1CCOCC1
  31%[activator], -6, -5%, -2%, 2%, -18%, -13%, -2%, 21%
- Cc1ccc(C(=O)Oc2oc(-c3ccccc3)nc2C=Nc2ccc(N(C)C)cc2)cc1
  -5%, 3, 6%, -8%, -9%, -11%, -4%, -5%, 23%
- O=C(Nc1cc(Cl)cc(Cl)c1)C1CCCC1
  69%[activator], -6, -1%, -2%, -5%, -5%, ?, -4%, 3%
- Cc1nnc(NC(=O)c2ccc3ccccc3c2)o1
  -10%, 1, -1%, -9%, 1%, 4%, -13%, 3%, 3%
- CC(=O)c1ccc(NC(=O)COC(=O)Cn2cnc3ccccc32)cc1
  65%[activator], -2, -8%, -4%, nt, -18%, nt, 0%, nt
- O=C(C1=C(O)C(=O)N(CCCN2CCOCC2)C1c1ccccn1)c1cccs1 (stereo not given)
  nt, nt, -14%, nt, 3%, nt, -13%, nt, 13%
- Cc1nn(C)c2c1c(C(F)(F)F)cc(=O)n2Cc1ccc(Br)cc1F
  6%, -7, nt, -20%, -3%, -25%, 1%, -4%, -7%
- CC(=O)c1cc(CN2CCC(N3CCC(C(=O)N4CCCC4)CC3)CC2)cs1
  78%[activator], 1, 2%, 1%, -16%, -13%, 9%, -3%, -20%
- NC(=O)C1(N2CCCCC2)CCN(C(=O)c2cccs2)CC1
  5%, -1, 2%, 4%, -1%, -22%, 4%, -4%, 3%
- CN(C)S(=O)(=O)Nc1cccc(-c2cn3c(n2)SCC3)c1
  -11%, -2, 3%, -7%, 0%, -7%, -1%, -5%, 6%
- Cc1ccc(C)c(OCC(O)CN2CCC(C)CC2)c1C (stereo not given)
  9%, -14, -3%, -9%, 0%, -1%, -5%, -8%, 9%
- COc1ccc(-c2noc(CCCC(=O)NC3CCCCC3)n2)cc1
  -4%, -3, 30%[12.4 µM], -13%, -1%, -13%, -16%, -7%, 3%
- CCSc1nc(-c2ccc(OC)cc2)ccc1C#N
  6%, -6, 12%, -10%, -9%, -14%, -1%, -5%, 0%
- O=C(CSc1nnc(NC(=O)C2CC2)s1)Nc1cccc(F)c1
  32%[activator], -9, 21%, -2%, -3%, -13%, 0%, 1%, 49%
- COc1ccc(CCNC(=O)c2cccs2)cc1
  11%, -2, -3%, -5%, 1%, -6%, -13%, 4%, -3%
- Cc1sc2nc(C3CC3)nc(SCC(=O)N3CC(=O)Nc4ccccc43)c2c1C
  -15%, -5, 5%, -10%, -7%, -22%, 1%, -1%, 5%
- COc1ccc(CCNS(=O)(=O)c2ccc(Br)cc2)cc1
  55%[activator], -2, 4%, -11%, -3%, -22%, ?, 1%, -6%
- CCC(C)[C@H](NC(=O)[C@@H]1Cc2ccccc2CN1)C(=O)Nc1ccc2c(c1)OCO2 (stereo not given in full)
  26%, 4, -23%, -17%, -10%, -3%, ?, 1%, 3%
- COC(=O)c1ccc(NC(=O)CCCC(=O)OCC(=O)c2ccc(Cl)cc2)cc1
  39%[activator], -3, nt, 2%, -2%, -20%, -1%, -2%, 26%
- O=C(O)c1ccc(N2C(=O)CC(N3C(=O)/C(=C/c4ccc(Cl)cc4)SC3=S)C2=O)cc1 (stereo not given)
  ?, 0, 3%, -28%, -1%, ?, 4%, -2%, -1%
- Cc1sc(NC(=O)CN2CCCC2)nc1-c1ccc2c(c1)CCN2C(=O)c1ccc(F)cc1
  ?, 2, -25%, -22%, 2%, -4%, -2%, -5%, 5%
- Cc1cc2nc(-c3ccccc3)cc(=O)n2[nH]1
  -16%[58.9 µM], 4, -2%, -3%, 2%, -12%, 3%, -3%, -2%
- COc1ccc(CN2C(=O)c3cccnc3C2=O)cc1S(=O)(=O)N1CCOc2ccc(Cl)cc21
  -18%, -4, 1%, -9%, -3%, -5%, 3%, -2%, 43%[activator]
- CCOc1c(CNCCCSc2nc(C)cc(C)n2)cccc1OC
  3%, -5, 0%, -1%, 3%, -17%, -7%, -2%, 26%
- CC1CCN(C(=O)N[C@@H](Cc2ccccc2)C(=O)O)CC1
  0%, -5, 0%, -18%, -5%, 0%, -9%, 1%, 19%

Nothing new here: an excerpt of the list.
Value order: Pol iota inh, LDHA block, APEX1 inh, POLK inh, BLM inh, Pol eta inh, Apoferritin bind, GRP78 ERSR act, Pol beta inh
- COc1ccc(CCNC(=O)c2cccs2)cc1
  11%, -2, -3%, -5%, 1%, -6%, -13%, 4%, -3%
- Cc1sc2nc(C3CC3)nc(SCC(=O)N3CC(=O)Nc4ccccc43)c2c1C
  -15%, -5, 5%, -10%, -7%, -22%, 1%, -1%, 5%
- COc1ccc(CCNS(=O)(=O)c2ccc(Br)cc2)cc1
  55%[activator], -2, 4%, -11%, -3%, -22%, ?, 1%, -6%
- CCC(C)[C@H](NC(=O)[C@@H]1Cc2ccccc2CN1)C(=O)Nc1ccc2c(c1)OCO2 (stereo not given in full)
  26%, 4, -23%, -17%, -10%, -3%, ?, 1%, 3%
- COC(=O)c1ccc(NC(=O)CCCC(=O)OCC(=O)c2ccc(Cl)cc2)cc1
  39%[activator], -3, nt, 2%, -2%, -20%, -1%, -2%, 26%
- O=C(O)c1ccc(N2C(=O)CC(N3C(=O)/C(=C/c4ccc(Cl)cc4)SC3=S)C2=O)cc1 (stereo not given)
  ?, 0, 3%, -28%, -1%, ?, 4%, -2%, -1%
- Cc1sc(NC(=O)CN2CCCC2)nc1-c1ccc2c(c1)CCN2C(=O)c1ccc(F)cc1
  ?, 2, -25%, -22%, 2%, -4%, -2%, -5%, 5%
- Cc1cc2nc(-c3ccccc3)cc(=O)n2[nH]1
  -16%[58.9 µM], 4, -2%, -3%, 2%, -12%, 3%, -3%, -2%
- COc1ccc(CN2C(=O)c3cccnc3C2=O)cc1S(=O)(=O)N1CCOc2ccc(Cl)cc21
  -18%, -4, 1%, -9%, -3%, -5%, 3%, -2%, 43%[activator]
